# SR-BI uptake up: SR-BI HDL lipid transfer activation | 320,000 tested, 0.096% active | activation, % at 12.5 µM | AID 504775 | CHO ldlA[mSR-BI] cells, DiI-HDL uptake fluorescence, 3 h; 100 = double the neutral-control signal;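 active = mean replicate activation of at least 60% and every replicate at or above 60%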;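 also: 0% = median plate neutral-control signal and 100% = twice that signal; values of inactives mirror those of a sister screen read the other way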
#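 Assay system: CHO ldlA[mSR-BI] cells, LDL receptor-null, SR-BI overexpressing; medium: Ham's F12 with 0.5% BSA, HEPES 25 mM, pH 7.4; also added: DiI-HDL 10 µg/mL; timing: 3 h uptake period with compound, 37 °C; signal: DiI fluorescence, bottom read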
# NSD2 inh: NSD2 (human) methyltransferase inhibition; 310,000 tested, 0.54% active; NSD2 peptide methylation, AlphaScreen, 120 min; O96028; inhibition, % at 12.5 µM; in the data active = inhibition above about 50%
# DSG3 Ab inh: blocks pemphigus antibody binding to human desmoglein-3 | P32926 | DSG3-coupled beads, scFv-anti-DSG3-GFP binding, flow cytometry; hits give low values | 310,000 tested, 0.48% active | binding (percent of control), % at 10 µM;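 active = binding more than 3 SD below its plate's average and above zero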;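 also: hits lower antibody fragment binding to DSG3; some compounds called inactive have numbers as strong as hits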
# PKA-R1A act: activators of PKA-R1A complex; PKA-R1A dissociation, Cy5-IP20 fluorescence polarization; scaled: DMSO 0%, 113 µM cGMP 100%; activation, % at 11.4 µM; AID 504707; P00514+P68181; 340,000 tested, 0.083% active;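 active = percent activation above the mean of all tested compounds plus 3 SD, cut at about 19% in these data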;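 also: higher means more PKAc released from R1A so a rise in polarization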
# PKA-R2B act: PKA-R2B complex activation | 340,000 tested, 0.079% active | P22694+P31323 | activation, % at 11.4 µM | PKA-R2B holoenzyme dissociation, Cy5-IP20 fluorescence polarization; R2B truncated from residue 108, S112A mutant; 0% DMSO only, 100% 113 µM cGMP;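 active = activation above a cutoff set at the mean over all compounds plus 3 SD, cut at about 18% in these data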;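 also: higher means more holoenzyme dissociation and a rise in polarization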
# Target sequence (P31323 whole entry, looked up, other chains not shown, the tested form may be a part): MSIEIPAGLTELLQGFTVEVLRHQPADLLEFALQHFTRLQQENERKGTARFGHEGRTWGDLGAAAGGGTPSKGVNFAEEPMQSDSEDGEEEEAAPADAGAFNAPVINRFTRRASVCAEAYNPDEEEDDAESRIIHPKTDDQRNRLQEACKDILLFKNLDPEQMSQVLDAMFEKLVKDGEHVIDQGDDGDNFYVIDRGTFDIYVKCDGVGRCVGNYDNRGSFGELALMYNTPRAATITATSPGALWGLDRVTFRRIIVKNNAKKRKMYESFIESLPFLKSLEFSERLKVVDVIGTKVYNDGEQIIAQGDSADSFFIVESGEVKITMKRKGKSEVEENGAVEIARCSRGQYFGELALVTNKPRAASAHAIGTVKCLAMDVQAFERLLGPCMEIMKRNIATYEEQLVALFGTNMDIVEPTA
# MITF TRPM1 HTS: activators of MITF-driven TRPM1 promoter activity in SK-MEL-5 cells | 300,000 tested, 0.75% active | AID 588334 | SK-MEL-5 TRPM1-promoter luciferase, 24 h; % of positive control, neutral wells = 0 | activation, % at 12.5 µM;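 active = mean activation of at least 80% with every replicate also reaching 80%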;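 also: 0% = neutral control wells and 100% = parthenolide positive control wells; values of inactives mirror those of a sister screen read the other way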
# Arrestin-AP2 inh: blocks beta-arrestin peptide binding to AP2 adaptin. inhibition, % at 10 µM. 340,000 tested, 0.31% active. AID 504490. FITC-arrestin peptide / GST-AP2 beads, flow cytometry; AP2 beta2 appendage carries R879A mutation;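 active = inhibition above a set limit, near 3 SD of compounds lacking own fluorescence, cut at about 54% in these data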;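 also: plate controls were DMSO wells for no effect and 5 µM unlabelled arrestin peptide for full effect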
#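 System: GST-AP2 R879A glutathione beads; medium: PBS, Tween 20 0.05%, BSA 0.1%; reagent: fluorescein-tagged arrestin peptide at 50 nM final; schedule: pre-incubation 12 min, peptide binding 1 h, room temperature; detection: flow cytometry, FL1 (488/535 nm); read-out: inhibition as reduced fluorescein signal on beads, percent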
# dFosB act: activators of mouse delta FosB homodimer; 340,000 tested, 0.99% active; activation, % at 25 µM; purified delta FosB, TAMRA-CDK5 oligo fluorescence polarization; percent of positive-control signal above neutral wells; P13346;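 active = mean activation above about 17%, with every replicate also reaching it, limit read from the data, passing the limit was not always enough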;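 also: fluorescence polarization rise as delta FosB binds a TAMRA Cdk5 AP-1 oligo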
# Target sequence (P13346 whole entry, looked up): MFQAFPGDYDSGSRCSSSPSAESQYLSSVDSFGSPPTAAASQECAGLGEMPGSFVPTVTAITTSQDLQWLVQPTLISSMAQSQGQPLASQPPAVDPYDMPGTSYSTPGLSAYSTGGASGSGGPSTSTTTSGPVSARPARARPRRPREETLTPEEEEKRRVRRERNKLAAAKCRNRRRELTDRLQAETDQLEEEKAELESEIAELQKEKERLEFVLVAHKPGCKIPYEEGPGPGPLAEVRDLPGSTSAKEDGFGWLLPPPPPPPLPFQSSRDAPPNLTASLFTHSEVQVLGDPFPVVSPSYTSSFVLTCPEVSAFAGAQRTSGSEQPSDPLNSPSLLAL
# SR-BI DiI inh: blocks mouse SR-BI lipid uptake from DiI-HDL; Q61009; ldlA[mSR-BI] CHO cells, DiI-HDL uptake fluorescence, 3 h; inhibition, % at 12.5 µM; 320,000 tested, 0.96% active; AID 488896;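 active = mean replicate inhibition of at least 70% and a set share of replicates each scoring 70 or more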;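 also: 0% = median of neutral control wells and 100% = median of positive control wells; values of inactives mirror those of a sister screen read the other way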
# Mot1-301 SUMO: SUMOylation pathway inhibition by Mot1-301 growth rescue; S. cerevisiae Mot1-301 growth rescue, ATP luminescence, 38.5C; percent above DMSO median, 100 means doubled; growth rescue, % at 18.8 µM; 320,000 tested, 1% active;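 active = every valid replicate shows activation above 250% relative to neutral control wells; inactive = the rest, any valid replicate at or below 250%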;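 also: OY570 slx delta 5 strain wells were the positive control but not used for scaling; some compounds called inactive have numbers as strong as hits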
# CDK5 inh: CDK5/p35 (human) kinase inhibition | Recombinant CDK5/p35, ADP-Glo luminescence, 60 min | inhibition, % at 10 µM | 330,000 tested, 0.01% active;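 active = highest replicate inhibition of at least 50% and at least 75% of replicates reaching 50%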;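 also: plate controls were DMSO neutral control for no effect and GW8510 at 10 µM for full effect; many of its hits are not listed in these tables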
# Starred values were filed as active, the others as inactive; . = not tested or not shown.
SMILES,SR-BI uptake up,NSD2 inh,DSG3 Ab inh,PKA-R1A act,PKA-R2B act,MITF TRPM1 HTS,Arrestin-AP2 inh,dFosB act,SR-BI DiI inh,Mot1-301 SUMO,CDK5 inh
Cc1cccc(N2C(=O)NC(=O)C3(Cc4cc(C)ccc4N(C)C3)C2=O)c1 (centres undefined),21.3,1.4,66.9,0.4,-6.4,-9.3,4.8,-7.8,-21.4,-26.6,-0.9
COc1cccc(N2C(=O)NC(=O)/C(=C\c3ccc([N+](=O)[O-])s3)C2=O)c1,8.4,59.0*,100.9,.,.,-4.6,6.5,-8.0,-8.4,.,-9.4
CN(C)C(=O)Oc1ccc(C(=O)c2ccccc2)cc1,10.3,.,105.1,-11.8,2.0,37.1,16.5,1.9,-10.3,4.5,1.9
N=Cc1c(O)n(-c2cccc(Cl)c2)c(=O)[nH]c1=O,22.2,-0.7,90.4,-5.1,-4.3,-3.0,3.4,-0.9,-22.2,-3.1,0.6
C[Se]C[C@@H](N)C(=O)O,26.1,.,102.5,14.0,6.9,3.7,-12.9,0.4,-26.1,-2.6,-2.4
Cc1cc(/C=C2\C(=O)NC(=O)N(c3ccc(Cl)cc3)C2=O)c(C)n1-c1sc2c(c1C#N)CCCC2,6.2,28.4,97.1,-8.5,-0.2,-2.4,2.3,-13.2,-6.2,-3.6,-0.6
Cc1cc(OCC(=O)NCC(O)c2ccccc2)c2c3c(c(=O)oc2c1)CCC3 (centres undefined),-28.8,-3.2,99.5,-12.4,-8.7,3.9,9.1,-15.0,28.8,-10.5,-0.8
CC1(C)NCCN2C(=O)CSC21 (centres undefined),19.7,9.0,101.8,0.5,-3.4,-0.2,3.5,-8.6,-19.7,7.1,-1.3
CN1C(=O)C(=Cc2ccc(OCCN(C)c3ccccn3)cc2)C(=O)N(C)C1=O,14.2,-0.8,107.0,-6.1,-4.4,17.1,3.9,4.4,-14.2,-15.3,-0.3
O=c1c2ccccc2nc(/C=C/c2ccc(O)c(O)c2)n1-c1ccccc1,-11.1,0.7,116.8,5.8,2.8,.,-1.1,-16.4,11.1,-9.0,-1.4
C[C@]12CCCCC1=CC(=O)C1C2CC[C@@]2(C)C1C[C@@H](F)[C@@H]2O (some centres undefined),1.1,-1.6,119.9,-7.8,-2.0,9.9,-2.0,-4.4,-1.1,.,1.6
CNS(=O)(=O)c1ccc(N=Cc2c(O)n(-c3ccccc3)c(=O)[nH]c2=O)cc1,10.3,1.1,99.3,-1.1,-5.1,-2.3,22.7,-7.8,-10.3,-32.6,0.4
COc1ccc(CN2CCCC(C(=O)c3cccc(Cl)c3)C2)cc1 (centres undefined),20.3,1.6,115.1,-13.8,-12.3,.,-5.5,-10.0,-20.3,-5.4,-2.6
O=C(O)CCn1cc(C=C2C(=O)NC(=S)NC2=O)c(-c2cc3ccccc3oc2=O)n1,23.6,26.2,98.5,-3.4,-8.0,-12.4,14.8,-4.1,-23.6,.,-2.8
Cc1ccc(C)c(OCc2cc(C(=O)N3C[C@H]4C[C@@H](C3)c3cccc(=O)n3C4)no2)c1,0.8,0.6,.,5.9,12.8,-11.0,9.2,-8.7,-0.8,-7.0,-0.6
O=C(c1cc([N+](=O)[O-])ccc1N1CCNCC1)N1CCOCC1,-4.9,-0.8,99.9,-0.5,-4.7,-6.2,-7.7,-0.3,4.9,-2.2,1.4
Oc1cc2c(cc1CN1CCN(c3ccccc3)CC1)CCC2,8.6,1.6,.,-9.6,6.9,-2.5,15.3,-1.7,-8.6,-1.4,-0.5
COc1ccc(Br)cc1CNCCc1cccc(Cl)c1,7.6,-0.8,121.8,8.8,-3.8,.,1.5,-1.0,-7.6,-2.2,-0.8
CN1CCN(c2ccc([N+](=O)[O-])c(N3CCCCC3)c2)CC1,5.6,13.3,99.8,0.0,2.4,4.2,6.8,3.6,-5.6,-10.1,-7.0
COc1ccc(NC(=O)CN2C3CCC2CC(O)(c2cccnc2)C3)cc1OC (centres undefined),9.9,-0.5,91.0,-4.0,-2.9,-0.5,-4.1,4.6,-9.9,.,1.1
Cc1cccc(N2C(=O)NC(=O)/C(=C\c3cnc(-c4ccccc4)nc3)C2=O)c1,8.9,5.4,102.9,-4.4,-0.8,-1.6,-0.2,1.3,-9.0,13.3,-5.4
CCn1c(=O)n(CC(=O)N2CCC3(CC2)OCCO3)c(=O)c2ccccc21,21.0,9.8,.,-7.5,-8.0,3.2,4.0,-3.2,-21.0,12.0,-0.6
CCOP(=S)(NN(Cc1ccccc1)C(=O)c1ccccc1)OCC,50.4,-6.3,101.0,-5.2,10.4,19.7,-7.5,-5.7,-50.4,-16.0,0.1
O=c1[nH]c(=O)n(Cc2ccco2)c(O)c1C=NCc1cccs1,29.8,3.1,105.0,-18.2,-7.3,4.6,23.9,-3.8,-29.8,-8.5,-0.7
CCCCn1c(C)c(C(=O)OCC)c2c(CN3CCOCC3)c(O)ccc21,-14.7,2.4,121.5,2.2,-4.9,5.6,-5.8,-4.7,14.7,-4.6,1.6
COC(=O)C1=C(c2ccccc2OCc2ccccc2)C[C@@H]2CC[C@H]1N2C(=O)NCc1cccc(C(F)(F)F)c1,-12.2,.,110.5,0.7,-3.2,-8.4,1.0,-6.0,12.2,4.9,-2.1
CCC(C)n1c(O)c(C=NC(C)c2ccccc2)c(=O)[nH]c1=S (centres undefined),-5.8,-3.4,108.3,-4.1,-0.1,-2.4,8.0,0.8,5.8,-6.8,2.5
CCC1(OC(=O)CN)C(=O)OCc2c1cc1n(c2=O)Cc2cc3ccccc3nc2-1 (centres undefined),-1.0,-1.6,105.5,7.8,-3.4,-79.5,-4.3,-22.8,1.0,-18.0,-1.7
CC(C)Cc1[nH]c(=O)c(C#N)c2c1CCC2,17.4,0.3,62.4,-2.7,-1.2,10.0,18.0,-2.5,-17.4,0.3,0.9
CC12CCC3C(CCC4(O)CC(O)CCC34C=NO)C1(O)CCC2C1=COC(=O)C1 (centres undefined),22.0,-1.2,85.0,1.9,-4.5,.,6.0,-2.0,-22.0,.,-0.9
COC(=O)C1=Nc2ccccc2/C1=C\c1c(O)n(-c2ccc(Br)cc2)c(=O)[nH]c1=O,5.3,60.6*,.,4.7,-0.1,-7.1,-0.4,-7.9,-5.3,-10.6,-6.4
CCCCCn1c(=O)c(C(=O)Nc2ncccc2C)c(O)c2ccccc21,-17.9,-3.0,110.7,-4.9,3.5,.,-4.3,-8.4,17.9,-0.8,-3.7
CCN1c2nc3ccccn3c(=O)c2CC2(C(=O)N(C)C(=O)N(C)C2=O)C1C (centres undefined),8.3,-1.1,99.4,-9.8,0.8,.,0.3,4.6,-8.3,-27.3,-0.9
COC(=O)C1=C(c2ccc(F)cc2F)C[C@@H]2CC[C@H]1N2C(=O)NCC1CC1,29.9,.,99.7,-2.4,3.9,2.7,-2.4,4.4,-29.9,-2.9,-0.3
O=S1(=O)CCN(CCc2c[nH]c3ccccc23)CC1,11.0,-1.0,98.9,-6.3,-12.2,4.3,-12.4,-9.0,-11.0,.,1.1
COC(=O)C1=C(c2cccc(OC)c2OC)C[C@@H]2CC[C@H]1N2C(=O)NCc1ccc(F)cc1,6.7,.,98.5,3.9,1.4,-1.1,-8.2,-1.2,-6.7,-5.0,1.2
CCOc1cccc(N2C(=O)/C(=C/c3ccco3)C(=O)NC2=S)c1,33.3,122.8*,110.6,7.7,-8.4,.,-5.9,-5.7,-33.3,4.7,-7.4
CC(=O)C1C(N2CC2)CC2C3CCC4=CC(=O)CCC4(C)C3CCC21C (centres undefined),12.2,.,102.2,-8.3,-2.8,-14.6,-15.4,3.0,-12.2,.,0.7
Cn1c(O)c(C=Nc2ccc(F)cc2)c(=O)[nH]c1=O,16.6,0.1,112.6,-0.9,1.4,-5.5,-7.3,-1.3,-16.6,4.6,-1.3
Cc1ccc(OCC(=O)N2CCN(Cc3ccc4c(c3)OCO4)CC2)cc1C,-27.3,4.8,99.8,-1.6,1.7,0.2,-3.5,-5.4,27.3,398.0,-2.3
O=c1c(C=Nc2cccnc2Cl)c(O)n(CCCCl)c(=O)n1C1CCCCC1,1.0,-0.8,85.6,2.3,11.2,-10.9,16.2,-2.6,-1.0,3.6,0.5
Cc1nonc1-c1nc(-c2nonc2N)n[nH]1,.,-0.6,107.8,-5.7,0.5,5.7,6.6,-7.1,-5.5,583.7,0.1
NC(=O)C1(N2CCCCC2)CCN(Cc2ccccc2)CC1,16.7,3.7,102.0,-8.0,2.3,4.2,-0.2,-2.1,-16.7,-7.8,1.2
COc1ccc(CCNCc2ccsc2)cc1OC,20.0,33.0,118.6,6.3,2.5,.,-5.9,2.9,-20.0,117.4,-0.6
C[C@]12CCC(=O)C=C1CC[C@@H]1[C@@H]2CC[C@]2(C)C(=O)CC[C@@H]12,-14.1,.,94.2,-3.4,9.1,-1.5,2.1,-7.2,14.1,6.6,0.4
Cc1cc(OCc2nn[nH]n2)c2c3c(c(=O)oc2c1)CCCC3,16.3,-2.1,98.7,5.5,-4.3,9.5,4.2,-11.6,-16.3,16.6,-0.2
CCCCCCN=C(C)c1c(O)n(Cc2ccccc2)c(=O)[nH]c1=O,13.6,6.2,99.2,-3.2,-14.6,.,-5.3,-2.4,-13.6,0.2,-0.2
CCCCOC(=O)C1=C(N)OC2=C(C(=O)CCC2)[C@]12C(=O)N(C)c1ccccc12,5.3,1.0,105.5,-18.0,-5.8,.,1.4,-11.6,-5.3,-11.5,0.4
CNCCc1ccc(O)c(O)c1,-6.8,.,110.8,-7.8,-1.9,2.7,-2.8,0.3,6.8,-15.1,0.8
COc1ccc(NC2=NC(C)(C)CS2)cc1,22.7,-3.2,115.8,-9.8,4.6,94.6*,4.0,0.2,-22.7,13.6,0.8
CCOc1ccc(NC(=O)CCNC(=O)N2C[C@H]3C[C@@H](C2)c2cccc(=O)n2C3)cc1,5.1,.,101.1,4.4,7.7,-4.7,7.4,-7.3,-5.1,6.5,0.8

# 2 records picked at random from those above:
SMILES,SR-BI uptake up,NSD2 inh,DSG3 Ab inh,PKA-R1A act,PKA-R2B act,MITF TRPM1 HTS,Arrestin-AP2 inh,dFosB act,SR-BI DiI inh,Mot1-301 SUMO,CDK5 inh
Cc1cc(OCc2nn[nH]n2)c2c3c(c(=O)oc2c1)CCCC3,16.3,-2.1,98.7,5.5,-4.3,9.5,4.2,-11.6,-16.3,16.6,-0.2
CNCCc1ccc(O)c(O)c1,-6.8,.,110.8,-7.8,-1.9,2.7,-2.8,0.3,6.8,-15.1,0.8

# From PubChem

# Only part of the results is shown (hit frequency here may not be typical).
